RXFP1 ag: qHTS Assay for Agonists of the Relaxin Receptor RXFP1. Relaxin receptor 1 (Homo sapiens), Q9HBX9. HEK293T-RXFP1 cAMP TR-FRET, 30 min; response scale: percent of porcine relaxin response, buffer zero. Potency, µM (series often up to 57.5 µM), inactives show at the top dose activation, hits mostly activators. 0.3% of 370,000 active; note: potency is the fitted concentration of half-maximal effect; % is set by controls: 0 for no effect and ±100 for the full control effect; nearly all actives have a fitted effect of over 60% in size; many of its hits are not listed in these tables
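HEK293 cells stably expressing RXFP1, treated 30 min at 37C with compounds plus PDE4 inhibitor Ro 20174; cAMP measured by HTRF TR-FRET. Normalized to buffer and 29 nM porcine relaxin; EC50 by Hill fit.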
D1 ag: Allosteric Agonists of the Human D1 Dopamine Receptor: qHTS | HEK293 T-REx D1 cells, calcium flux, agonist mode | AID 504660, 2011 | 1% of 360,000 active | activation, % at 2 µM; in the data active = activation above about 30%; note: 0% is about no effect
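Agonism was scored from calcium flux recorded over 180 s (1 read/s) after pintool compound addition, following a 10-cycle baseline. Cells were inducible force-coupled HEK293 TREx D1, plated overnight at 30 C and loaded with no-wash calcium dye.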
Vif-APOBEC3F blk: qHTS for Inhibitors of Vif-A3F Interactions: qHTS. 0.2% of 390,000 active. Potency, µM (series often up to 46.1 µM), for the others: at the top dose activity, negative = active. HeLa A3F-eYFP + Vif (tagged APOBEC3F with the HIV-1 protein that degrades it), YFP fluorescence increase. AID 602313, 2012; note: potency is the fitted concentration of half-maximal effect; % of control where 0% means no effect; nearly all actives have a fitted effect of over 65% in size
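HeLa cells stably expressing A3F-eYFP plus Vif, plated and incubated overnight at 37 deg C, then exposed to compounds overnight at 37 deg C. Blocked degradation read as raised yellow fluorescence (Ex 488/Em 500-530).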
D1 PAM: Potentiators of Human D1 Dopamine Receptor: qHTS | 0.036% of 360,000 active | HEK293 TREx D1 cells, calcium flux, dopamine EC20 potentiation | D(1A) dopamine receptor (Homo sapiens), P21728 | potentiation, % at 10 µM; in the data active = potentiation above about 30%; note: 0% is about no effect
RXFP1 antagonist: qHTS Assay for Antagonists of the Relaxin Receptor RXFP1 | HEK293-RXFP1, relaxin-stimulated cAMP HTRF, 30 min; hits give low values | activity change, negative = inhibition, % at 57.5 µM | 0.59% of 350,000 active | AID 1259400, 2018;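 active = activity change of -60% or lower, but not beyond a set lower limit; inconclusive = change between -60% and -40%, or beyond the set limit; inactive = change above -40%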; note: % is set by controls: 0 for no effect and ±100 for the full control effect
D2 potentiator: HTS Assay for Positive Allosteric Modulators of the Human D2 Dopamine Receptor: Primary Screen for Potentiators. D(2) dopamine receptor (Homo sapiens), P14416. HEK293 T-REx D2, calcium flux, EC20 dopamine potentiation. potentiation, % at 10 µM. 0.34% of 340,000 active. AID 485347, 2010;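 active = potentiation over 3 SD above the plate norm, cut at about 30% in these data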; note: 0% is about no effect
Target sequence (P14416 whole entry, looked up): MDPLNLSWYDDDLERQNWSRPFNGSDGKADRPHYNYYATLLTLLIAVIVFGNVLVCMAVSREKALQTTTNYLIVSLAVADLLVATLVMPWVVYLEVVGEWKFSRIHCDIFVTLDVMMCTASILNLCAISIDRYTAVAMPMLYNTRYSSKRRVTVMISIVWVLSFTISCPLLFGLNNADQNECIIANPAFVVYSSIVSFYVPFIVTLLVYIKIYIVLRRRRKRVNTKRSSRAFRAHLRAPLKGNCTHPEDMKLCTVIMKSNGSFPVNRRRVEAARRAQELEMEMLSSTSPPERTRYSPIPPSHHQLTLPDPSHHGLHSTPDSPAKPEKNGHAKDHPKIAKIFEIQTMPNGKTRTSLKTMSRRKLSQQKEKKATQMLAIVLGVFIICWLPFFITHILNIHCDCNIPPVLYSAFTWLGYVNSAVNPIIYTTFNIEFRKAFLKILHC
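Primary screen. Calcium kinetics in induced HEK293 T-REx D2 cells: compound pre-addition 180 s, EC20 dopamine, 180 s more.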
D1 antagonist: Antagonist of Human D 1 Dopamine Receptor: qHTS. D(1A) dopamine receptor (Homo sapiens), P21728. HEK293 TREx D1 cells, calcium flux, dopamine EC80; hits give low values. activity change, negative = inhibition, % at 10 µM. 3.2% of 360,000 active; in the data active = activity change below about -30%; note: % is set by controls: 0 for no effect and ±100 for the full control effect
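Cells carrying a force-coupled, tetracycline-inducible human D1 receptor report calcium flux. Each well gets a 10 s baseline, compound with 180 s monitoring, then an EC80 dopamine stimulus with a second 180 s kinetic read.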
Vif-A3G inh: qHTS for Inhibitors of Vif-A3G Interactions: qHTS | DNA dC->dU-editing enzyme APOBEC-3G (Homo sapiens), Q9HC16 | HeLa A3G-eYFP + Vif (tagged APOBEC3G with the HIV-1 protein that degrades it), YFP fluorescence, overnight | Potency, µM (titrated, usually from 46.1 µM), for inactives: at the top dose activity, negative = active, actives largely listed as inhibitors | 0.076% of 410,000 active;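 note: potency is the fitted concentration of half-maximal effect; % is set by controls: 0 for no effect and ±100 for the full control effect; nearly all actives have a fitted effect of over 60% in size; hits raise eYFP signal because A3G escapes Vif-driven loss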
Target sequence (Q9HC16 whole entry, looked up): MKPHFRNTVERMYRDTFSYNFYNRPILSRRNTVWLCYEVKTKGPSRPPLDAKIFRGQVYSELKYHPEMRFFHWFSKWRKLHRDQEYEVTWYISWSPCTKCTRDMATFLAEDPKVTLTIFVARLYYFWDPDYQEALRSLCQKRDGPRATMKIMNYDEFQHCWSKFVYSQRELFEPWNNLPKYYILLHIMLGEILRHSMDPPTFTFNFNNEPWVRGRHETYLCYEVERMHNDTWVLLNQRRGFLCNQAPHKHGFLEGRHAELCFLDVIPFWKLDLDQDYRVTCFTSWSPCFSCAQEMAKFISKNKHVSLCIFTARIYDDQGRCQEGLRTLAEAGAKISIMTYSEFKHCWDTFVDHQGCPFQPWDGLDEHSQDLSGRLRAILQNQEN
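HeLa cells stably expressing Vif and C-terminally eYFP-tagged A3G, seeded overnight at 37 deg C, then exposed to compound by pintool overnight at 37 deg C. Rise in yellow fluorescence (Ex 488/Em 500-530, Acumen) marks blocked Vif-driven A3G degradation.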
GRP78 ERSR act: qHTS for Inducers of the Endoplasmic Reticulum Stress Response (ERSR) in Human Glioma: qHTS. U87-MG GRP78 promoter luciferase reporter, 16 h. Potency, µM, for the others: at the top dose activation, hits mostly activators. 0.02% of 420,000 active. AID 602332, 2012; note: potency is the fitted concentration of half-maximal effect; series mostly up to about 76 µM; % of control where 0% means no effect; nearly all actives have a fitted effect of over 35% in size
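Stably transfected U87-MG human glioma cells carrying a GRP78-based luminescent sensor were seeded at 1000 cells/well, pin-dosed with compounds and incubated 16 h. Luciferase reagent was then added, and end-point luminescence was read after 10 min at room temperature.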
Numbers without * were called inactive; ? = inconclusive; nt = not tested or not shown. Unless noted, calls come from the whole dose curve; as a rule, active = well fitted curve in the direction sought with a large enough effect; inconclusive = small, poorly fitted or top-dose-only effect, or another doubt; inactive = no such curve, though single readings can be large; an effect the other way counts as inactive or inconclusive.

SMILES	RXFP1 ag	D1 ag	Vif-APOBEC3F blk	D1 PAM	RXFP1 antagonist	D2 potentiator	D1 antagonist	Vif-A3G inh	GRP78 ERSR act
O=C(c1ccc(Cn2c(=O)[nH]c3ccccc3c2=O)cc1)N1CCN(c2ccc(F)cc2)CC1	0.0%	3	0%	-1	-1	3	1	3%	-10%
Cc1ccc(S(=O)(=O)N2CCCC(C(=O)NCCc3ccc4c(c3)OCO4)C2)cc1 (configuration not stated)	0.1%	2	5%	-2	-33	-8	-2	-1%	-1%
Cc1ccc(N(CC(=O)N2CCn3c2nc2ccccc23)S(=O)(=O)c2c(C)n[nH]c2C)cc1	0.7%	4	-7%	-6	2	1	4	-5%	0%
CCCn1c2ccccc2c2nnc(SCC(=O)Nc3nnc(CC(=O)OCC)s3)nc21	27%	0	-4%	-2	1	0	-3	-9%	2%
CC(NC(=O)COC(=O)CN1C(=O)c2ccccc2C1=O)c1ccccc1 (configuration not stated)	nt	nt	-1%	nt	2	nt	nt	-1%	-3%
COc1ccc(CNC(=O)CCc2c(C)nc3c(c2C)c(=O)n(C)c(=O)n3C)cc1	?	0	-5%	1	nt	-4	12	3%	-1%
CCOC(=O)c1c(C)[nH]c(C(=O)OCC(=O)c2ccc(OC)cc2OC)c1C	11%	3	-26%	1	-4	-12	-11	-18%	1%
CCN(CC)C(=O)c1cn(C)c2ccc(S(=O)(=O)N(CC)CC)cc2c1=O	9.3%	3	-7%	-2	-6	-8	7	0%	-3%
C[C@]12C=CC(=O)C=C1CC[C@@H]1[C@@H]2[C@@H](O)C[C@@]2(C)[C@H]1CC[C@]2(O)C(=O)COC(=O)CCC(=O)NCCc1ccc(O)cc1	0.2%	2	-1%	-6	-1	18	-8	-9%	4%
COc1ccccc1NC(=O)C(C)OC(=O)CCCN=C1NS(=O)(=O)c2ccccc21 (configuration not stated)	1.1%	4	0%	-3	-7	10	17	6%	-5%
Cc1ccc(S(=O)(=O)NNC(=O)C(O)(c2ccccc2)c2ccccc2)cc1	2.9%	1	-5%	-8	nt	-4	-20	0%	-4%
Cc1c(Cl)cccc1NC(=S)NN	-0.9%	0	0%	2	-4	-4	6	-4%	-4%

Single records, as listed above.
Cc1c(Cl)cccc1NC(=S)NN in the list: RXFP1 ag: -0.9%; D1 ag: 0; Vif-APOBEC3F blk: 0%; D1 PAM: 2; RXFP1 antagonist: -4; D2 potentiator: -4; D1 antagonist: 6; Vif-A3G inh: -4%; GRP78 ERSR act: -4%
Cc1ccc(S(=O)(=O)NNC(=O)C(O)(c2ccccc2)c2ccccc2)cc1 in the list: RXFP1 ag: 2.9%; D1 ag: 1; Vif-APOBEC3F blk: -5%; D1 PAM: -8; RXFP1 antagonist: nt; D2 potentiator: -4; D1 antagonist: -20; Vif-A3G inh: 0%; GRP78 ERSR act: -4%

Further compounds follow.
SMILES	RXFP1 ag	D1 ag	Vif-APOBEC3F blk	D1 PAM	RXFP1 antagonist	D2 potentiator	D1 antagonist	Vif-A3G inh	GRP78 ERSR act
CCC(C(=O)Nc1cccc(C(=O)O)c1C)c1ccccc1 (configuration not stated)	-0.8%	-1	14%	3	-14	-4	nt	1%	-2%
CCOC(=O)Cc1sc(N)nc1C	-0.8%	2	3%	6	nt	-5	-22	2%	-2%
Cc1noc(C)c1COC(=O)c1cc2ccccc2cc1O	1.5%	6	-10%	-4	13	5	-17	-4%	0%
CC1CCCN(C(=O)COC(=O)CNC(=O)c2ccc(Br)cc2)C1 (configuration not stated)	-1.5%	-2	0%	-2	-4	-5	-6	-1%	-3%
CC(C)N(C(=O)CN1CCC(c2nc3ccccc3[nH]2)CC1)C(C)C	-1.9%	3	-7%	-1	-9	-9	-15	1%	-6%
Cc1ccsc1C(=O)NNC(=S)NC1CCCCC1	1.1%	-1	5%	8	-2	15	-9	-6%	?
O=C1CC2(CCN(C(=O)C3CC(=O)N(c4ccc(F)cc4)C3)CC2)Oc2ccccc21 (configuration not stated)	-0.7%	2	6%	-3	-1	4	-7	1%	-5%
O=C(OCCC12CC3CC(CC(C3)C1)C2)c1ccc(NCc2cc(O)ccc2O)cc1	nt	nt	?	nt	-12	nt	nt	?	-11%
COc1ccc(CN(C)C(=O)c2ccc(OCC(=O)Nc3cccc(C(F)(F)F)c3)c(OC)c2)c(OC)c1	0.9%	7	-7%	-5	-13	nt	-13	4%	-3%
CCOC(=O)c1cccc(OS(=O)(=O)Cc2ccccc2)c1	nt	nt	2%	nt	9	nt	nt	0%	-3%
Cc1cc(OCC(=O)N2CCC(c3nc4ccccc4s3)CC2)ccc1Cl	1.7%	7	2%	1	-30	-12	-7	-1%	-2%
CS(=O)(=O)c1ccc2nc(NC(=O)CN3CCCCCC3)sc2c1	0.3%	1	-4%	1	20	3	-6	1%	1%

Carrying on.
SMILES	RXFP1 ag	D1 ag	Vif-APOBEC3F blk	D1 PAM	RXFP1 antagonist	D2 potentiator	D1 antagonist	Vif-A3G inh	GRP78 ERSR act
Cc1[nH]ncc1-c1ccccc1Cl	-0.4%	1	10%	-4	9	-2	-24	-3%	-2%
COc1ccc(C2CC(=O)C(C=NCCN3CCN(C(=S)Nc4ccccc4)CC3)=C(O)C2)cc1OC (configuration not stated)	-3.1%	-1	10%	-5	-8	-2	-1	7%	-3%
CCOCCCNC(=O)C(c1ccccc1)N(Cc1cccs1)C(=O)c1ccc(NC(C)=O)cc1 (configuration not stated)	-2.9%	-1	5%	0	-25	2	7	-3%	-2%
CCc1noc(C)c1C(=O)NNC(=O)COc1ccccc1C	0.2%	2	2%	-5	-1	-6	-7	0%	-3%
CC(C)CCNC(=O)C(c1ccco1)N(CC1CCCO1)C(=O)Cn1nnc2ccccc21 (configuration not stated)	1.2%	-1	5%	1	11	-7	-6	-3%	0%
N#CC(=C1SC=CS1)c1nc(-c2ccccc2)cs1	6.9%	5	-18%	-4	3	-8	24	-14%	4%
COc1ccc(N2CCN(C(=O)c3cccc(S(=O)(=O)N4CCc5ccccc54)c3)CC2)cc1	nt	nt	0%	nt	-10	nt	nt	1%	-3%
Fc1ccccc1NC(=S)N1CCC(c2ccccc2)C1 (configuration not stated)	1.8%	1	-6%	-6	-2	-3	8	0%	4%
CCOC(=O)N1CCN(Cc2c(O)ccc3ccccc23)CC1	3.5%	5	-7%	-3	-8	11	-4	1%	0%
CS(=O)(=O)N(CC(=O)NC1CC2CCC1C2)c1ccc(Oc2ccccc2)cc1 (configuration not stated)	3.1%	4	9%	1	-3	12	3	1%	14%
O=C(CCC(=O)OCC(=O)c1ccc(Br)cc1)Nc1cccc2cccnc12	-0.4%	9	-2%	-5	-14	-5	-9	0%	-3%
OCCNc1nc2ccccc2n1-c1ncnc2sc3c(c12)CCC3	0.1%	4	-10%	2	3	-16	-2	3%	-2%

Part of the list above, field by field:
smiles: CCOCCCNC(=O)C(c1ccccc1)N(Cc1cccs1)C(=O)c1ccc(NC(C)=O)cc1 (configuration not stated)
  RXFP1 ag: -2.9%
  D1 ag: -1
  Vif-APOBEC3F blk: 5%
  D1 PAM: 0
  RXFP1 antagonist: -25
  D2 potentiator: 2
  D1 antagonist: 7
  Vif-A3G inh: -3%
  GRP78 ERSR act: -2%

smiles: CCc1noc(C)c1C(=O)NNC(=O)COc1ccccc1C
  RXFP1 ag: 0.2%
  D1 ag: 2
  Vif-APOBEC3F blk: 2%
  D1 PAM: -5
  RXFP1 antagonist: -1
  D2 potentiator: -6
  D1 antagonist: -7
  Vif-A3G inh: 0%
  GRP78 ERSR act: -3%

smiles: CCOC(=O)N1CCN(Cc2c(O)ccc3ccccc23)CC1
  RXFP1 ag: 3.5%
  D1 ag: 5
  Vif-APOBEC3F blk: -7%
  D1 PAM: -3
  RXFP1 antagonist: -8
  D2 potentiator: 11
  D1 antagonist: -4
  Vif-A3G inh: 1%
  GRP78 ERSR act: 0%

Additional results
SMILES	RXFP1 ag	D1 ag	Vif-APOBEC3F blk	D1 PAM	RXFP1 antagonist	D2 potentiator	D1 antagonist	Vif-A3G inh	GRP78 ERSR act
O=C(Nc1ccccc1Cl)c1ccc(COc2ccc3c(c2)CCC3)cc1	2.2%	8	5%	0	4	nt	4	2%	-6%
COc1cccc(CNCC(O)COc2ccc(C(=O)c3ccccc3)cc2)c1 (configuration not stated)	2.4%	25	0%	-1	3	nt	-6	-1%	-2%
Cc1ccc(C(NC(=O)c2ccccc2)C(Cl)(Cl)Cl)cc1 (configuration not stated)	-0.5%	7	-5%	-4	-14	-5	-5	-25%	-3%
Nc1ccccc1-c1nc2ccncc2[nH]1	nt	nt	0%	nt	2	nt	nt	-5%	3%
O=C(c1cnn2c(C(F)(F)F)cc(-c3ccccc3)nc12)N1CCCc2ccccc21	0.5%	5	-5%	-2	2	-4	2	2%	-5%
Cc1ccnc(NC(=O)CNC(=O)c2ccc3ccccc3c2)c1	0.1%	-2	-5%	-2	-18	-5	18	4%	2%
O=C(Oc1ccc(N2C(=O)CCC2=O)cc1)c1ccccc1	1.1%	0	nt	-10	-2	0	7	1%	1%
CCOc1ccc(N(C(=O)c2ccc(Cl)cc2)S(=O)(=O)c2ccc3c(c2)n(C)c(=O)n3C)cc1	-2.1%	1	nt	0	0	0	11	nt	nt
Fc1ccc(COc2ccc(Cl)cc2/C=N/Nc2nc(N3CCCC3)nc(N3CCCC3)n2)cc1	1.4%	1	-4%	3	-16	-6	13	0%	-2%
Cc1c(C)n(CCCN(C)C)c2ncnc(NC3CCCCC3)c12	0.0%	0	5%	6	-2	-4	11	-2%	-10%
CC(=O)c1ccc(OC(C)C(=O)NCC2(N3CCOCC3)CCCCC2)cc1 (configuration not stated)	nt	nt	3%	nt	-6	nt	nt	-1%	-3%

The list is partial; count on the stated rates, not on these rows.
